BoNT A protease: blocks Botulinum neurotoxin A light chain protease. hit rate 0.17% among 360,000. multiplex microsphere protease substrate cleavage, flow cytometry. inhibition, % at 10 µM; further: plate controls were buffer without enzyme for full effect and enzyme alone for no effect
GDH-TPI counter: GDH-TPI coupled enzyme inhibition counter-screen; inhibition, % at 4.8 µM; hit rate 1.2% among 360,000; GDH-TPI coupled enzyme counterscreen, NADH absorbance; in the data active means inhibition above about 30%;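 further: 0% = DMSO wells and 100% = wells lacking the enzyme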
Mtb BioA inh: inhibitors of Mycobacterium tuberculosis BioA enzyme. purified M. tuberculosis BioA enzyme, plate reader. inhibition, % at 9.99 µM. hit rate 0.096% among 360,000; in the data active means inhibition above about 40%; inconclusive means no clear call, values can overlap the other calls
Mtb FBA inh: inhibits M. tuberculosis FBA enzyme | P9WQA3 | purified M. tuberculosis FBA, fluorescence read-out | inhibition, % at 1 µM | hit rate 2.3% among 360,000; in the data active means inhibition above about 27%;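 further: 0% = vehicle and 100% = reference inhibitor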
Target sequence (P9WQA3 whole entry, looked up): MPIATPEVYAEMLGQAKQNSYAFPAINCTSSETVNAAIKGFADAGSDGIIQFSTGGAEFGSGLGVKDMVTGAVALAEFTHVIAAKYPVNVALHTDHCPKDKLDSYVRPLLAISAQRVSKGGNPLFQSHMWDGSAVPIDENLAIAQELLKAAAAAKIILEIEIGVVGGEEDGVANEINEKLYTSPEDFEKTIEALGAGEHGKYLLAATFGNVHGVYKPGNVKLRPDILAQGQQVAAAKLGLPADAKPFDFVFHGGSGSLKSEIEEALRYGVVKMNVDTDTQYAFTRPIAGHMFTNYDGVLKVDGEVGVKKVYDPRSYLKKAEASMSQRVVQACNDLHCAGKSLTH
BoNT-F LC inh: blocks Botulinum neurotoxin F light chain protease | hit rate 0.22% among 360,000 | Multiplex microsphere protease cleavage assay, flow cytometry | inhibition, % at 10 µM; in the data active means inhibition above about 35%, passing the limit was not always enough; inconclusive means no clear call, values can overlap the other calls; further: plate controls were buffer without enzyme for full effect and enzyme alone for no effect
PfHsp40 rescue: restores yeast growth despite PfHsp40 toxicity; S. cerevisiae expressing PfHsp40, growth rescue, ATP luminescence; growth rescue, % at 12.5 µM; hit rate 0.68% among 340,000; AID 504582; in the data active means growth rescue above about 28%, passing the limit was not always enough; inconclusive means no clear call, values can overlap the other calls;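 further: yeast W303a lacking pdr1 and pdr3 grown in galactose medium; growth measured after three days at 30 °C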
Anthrax LF prot: anthrax lethal factor protease inhibition | P15917 | multiplex microsphere protease cleavage assay, LF | inhibition, % at 10 µM | hit rate 0.12% among 360,000; further: plate controls were buffer without enzyme for full effect and enzyme alone for no effect
UGM FP inh: blocks M. tuberculosis UGM enzyme; hit rate 0.06% among 320,000; AID 504406; inhibition, % at 10 µM; purified UGM, fluorescence polarization probe displacement; P9WIQ1; in the data active means inhibition above about 10%, passing the limit was not always enough; inconclusive means no clear call, values can overlap the other calls
Target sequence (P9WIQ1 whole entry, looked up): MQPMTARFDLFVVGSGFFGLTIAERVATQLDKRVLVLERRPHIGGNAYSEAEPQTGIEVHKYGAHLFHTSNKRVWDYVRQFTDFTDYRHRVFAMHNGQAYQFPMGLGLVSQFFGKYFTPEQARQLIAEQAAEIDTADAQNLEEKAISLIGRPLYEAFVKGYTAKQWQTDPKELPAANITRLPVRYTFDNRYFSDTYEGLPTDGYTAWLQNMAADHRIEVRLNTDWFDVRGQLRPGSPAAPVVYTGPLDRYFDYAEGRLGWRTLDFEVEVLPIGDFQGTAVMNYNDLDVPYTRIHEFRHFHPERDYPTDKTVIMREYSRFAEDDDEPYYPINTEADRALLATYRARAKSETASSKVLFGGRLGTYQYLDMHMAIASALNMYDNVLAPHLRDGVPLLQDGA
FadD28 FP inh: blocks FadD28 binding to the bisubstrate probe | inhibition, % at 12.5 µM | hit rate 0.22% among 360,000 | fluorescence polarization | AID 588549; in the data active means inhibition above about 8.5%, passing the limit was not always enough; inconclusive means no clear call, values can overlap the other calls
An asterisk follows results filed as active. Unless noted, no stated cut-off is given here; in the data, active means inhibition above about 30%; inconclusive means no clear call, values can overlap the other calls; inactive means below that.

`COc1cc(C2NC(=O)NC(C)=C2[N+](=O)[O-])cc(OC)c1OC` (configuration not stated) gave BoNT A protease -0.7, GDH-TPI counter 5.3, Mtb BioA inh -2.0, Mtb FBA inh -2.7, BoNT-F LC inh 2.1, PfHsp40 rescue -0.1, Anthrax LF prot 0.8 and UGM FP inh 0.3.
Screening COc1ccc2c(c1)c1nc3ccccc3nc1n2CCCN1C(=O)c2ccccc2C1=O returned BoNT A protease 1.5, GDH-TPI counter -9.2, Mtb FBA inh 4.2, BoNT-F LC inh 0.8, PfHsp40 rescue -0.5, Anthrax LF prot 0.5, UGM FP inh 1.8 and FadD28 FP inh -3.0.
For O=C(Cc1ccccc1)NCc1ccc(F)cc1 the results were BoNT A protease -1.3, GDH-TPI counter -1.4, Mtb FBA inh 0.8, BoNT-F LC inh -3.6, PfHsp40 rescue -0.1, Anthrax LF prot -0.6, UGM FP inh 1.6 and FadD28 FP inh -2.6.
Screening CCS(=O)(=O)c1nc2ccccc2n1Cc1ccccc1Cl returned BoNT A protease -0.2, GDH-TPI counter -7.7, Mtb BioA inh 0.9, Mtb FBA inh 2.1, BoNT-F LC inh 0.2, PfHsp40 rescue 2.2, Anthrax LF prot 0.8, UGM FP inh 3.4 and FadD28 FP inh -1.8.
COc1ccc(OC)c(CN2CCN(C(=O)c3ccc(F)cc3)CC2)c1 was read as BoNT A protease 1.1, GDH-TPI counter 6.0, Mtb BioA inh -1.0, Mtb FBA inh 0.0, BoNT-F LC inh -20.6, PfHsp40 rescue 0.2, Anthrax LF prot -1.0, UGM FP inh -3.2 and FadD28 FP inh 1.1.
For Cc1cc(C)c(S(=O)(=O)c2ccc(C(C)(C)C)cc2)c(Cl)n1 the results were BoNT A protease -0.8, GDH-TPI counter 0.7, Mtb BioA inh 0.8, Mtb FBA inh -0.2, BoNT-F LC inh 11.6, PfHsp40 rescue 1.9, Anthrax LF prot 4.2, UGM FP inh -1.0 and FadD28 FP inh -1.9.
Screening O=C(COc1cc(Cl)c(Cl)cc1Cl)Nc1ccc([N+](=O)[O-])cc1Cl returned BoNT A protease -1.0, GDH-TPI counter -6.3, Mtb BioA inh 0.3, Mtb FBA inh 2.6, BoNT-F LC inh -21.3, PfHsp40 rescue -1.5, Anthrax LF prot -3.6, UGM FP inh -0.4 and FadD28 FP inh -1.9.
`Cc1ccccc1OCC(=O)NCc1ccccc1` gave BoNT A protease 0.3, GDH-TPI counter 2.5, Mtb FBA inh 0.5, BoNT-F LC inh -1.5, PfHsp40 rescue -1.1, Anthrax LF prot -2.0, UGM FP inh 1.1 and FadD28 FP inh -1.7.
COc1ccc(S(=O)(=O)N(C)CC(=O)NCc2cccnc2)cc1C was read as BoNT A protease -0.2, GDH-TPI counter 10.1, Mtb BioA inh 1.2, Mtb FBA inh -0.5, BoNT-F LC inh 3.2, PfHsp40 rescue 0.2, Anthrax LF prot -11.4, UGM FP inh 1.7 and FadD28 FP inh -4.9.
`COc1cccc(NC(=O)CN(C)C(=O)c2ccc(-c3ccc(Cl)cc3)o2)c1` gave BoNT A protease -2.0, GDH-TPI counter 7.1, Mtb BioA inh -0.7, Mtb FBA inh 2.9, BoNT-F LC inh -7.2, PfHsp40 rescue 1.1, Anthrax LF prot 22.6, UGM FP inh -0.4 and FadD28 FP inh -10.4.
`N#C/C(=N\Nc1cccc(Cl)c1)C(=O)c1ccccc1` gave BoNT A protease 0.7, GDH-TPI counter 29.2, Mtb BioA inh 5.5, Mtb FBA inh -13.7, BoNT-F LC inh 6.4, PfHsp40 rescue -0.7, Anthrax LF prot -6.5, UGM FP inh -0.4 and FadD28 FP inh 0.7.
O=C(Cc1ccccc1)NC(Nc1ccccc1)C(Cl)(Cl)Cl (configuration not stated) was read as BoNT A protease 0.1, GDH-TPI counter 7.5, Mtb BioA inh -1.8, Mtb FBA inh 0.8, BoNT-F LC inh -3.1, PfHsp40 rescue -0.7, Anthrax LF prot -3.2, UGM FP inh 0.4 and FadD28 FP inh -5.2.
For C=C(c1cn(C(C)=O)c2ccccc12)c1cn(C(C)=O)c2ccccc12 the results were BoNT A protease 0.1, GDH-TPI counter 3.9, Mtb BioA inh -0.6, Mtb FBA inh 0.7, BoNT-F LC inh -0.4, PfHsp40 rescue inconclusive, Anthrax LF prot 5.3 and FadD28 FP inh -1.2.
For Cc1ccccc1N=Cc1cccc(O)c1O the results were BoNT A protease -1.3, GDH-TPI counter 3.7, Mtb BioA inh -0.1, Mtb FBA inh -5.4, BoNT-F LC inh -1.1, PfHsp40 rescue -1.3, Anthrax LF prot -3.8, UGM FP inh 0.1 and FadD28 FP inh -3.2.
`CCCCNc1cc(NC(C)=O)cc2cc(OC)c(OC)cc12` gave BoNT A protease 2.1, GDH-TPI counter -0.2, Mtb BioA inh 1.3, Mtb FBA inh 7.5, BoNT-F LC inh -83.1, PfHsp40 rescue -0.6, Anthrax LF prot -39.5, UGM FP inh -0.5 and FadD28 FP inh 0.7.
`COc1ccc(C(=O)NC2CC(C)(C)Cc3occc32)cc1` (configuration not stated) gave BoNT A protease -0.5, GDH-TPI counter 2.9, Mtb FBA inh 6.3, BoNT-F LC inh -4.9, PfHsp40 rescue -0.7, Anthrax LF prot 0.1, UGM FP inh -1.5 and FadD28 FP inh 0.4.
Screening Cc1cc(C)cc(NC(=O)C2CCCCN2S(=O)(=O)c2ccccc2)c1 (configuration not stated) returned BoNT A protease 0.3, GDH-TPI counter 4.0, Mtb BioA inh 1.0, Mtb FBA inh 3.5, BoNT-F LC inh -0.1, Anthrax LF prot 3.5 and FadD28 FP inh -1.6.
`O=C1c2ccccc2C(=O)C1c1ccc(O)cc1` gave BoNT A protease 0.4, GDH-TPI counter 17.5, Mtb BioA inh -1.3, Mtb FBA inh 11.2, BoNT-F LC inh -3.2, PfHsp40 rescue 0.1, Anthrax LF prot -0.9, UGM FP inh -1.5 and FadD28 FP inh -4.9.
`CC(Cl)C(=O)NN=C(c1ccccc1)c1ccccc1` (configuration not stated) gave BoNT A protease -1.2, GDH-TPI counter 2.5, Mtb BioA inh 1.0, Mtb FBA inh 0.8, BoNT-F LC inh -3.1, PfHsp40 rescue -0.6, Anthrax LF prot -0.7, UGM FP inh -1.3 and FadD28 FP inh -1.6.
`O=C(O)COC(=O)C1C(c2ccccc2)C(C(=O)O)C1c1ccccc1` (configuration not stated) gave BoNT A protease -1.3, GDH-TPI counter 13.6, Mtb BioA inh -0.2, Mtb FBA inh -0.9, BoNT-F LC inh 0.2, PfHsp40 rescue 0.2, Anthrax LF prot 4.2, UGM FP inh 0.2 and FadD28 FP inh -1.3.
`C/C(=N\Nc1ccccc1)c1c(O)n(Cc2ccccc2)c(=O)[nH]c1=O` gave BoNT A protease 0.2, GDH-TPI counter -0.4, Mtb FBA inh 0.6, BoNT-F LC inh 2.1, PfHsp40 rescue 1.8, Anthrax LF prot -1.9, UGM FP inh 1.4 and FadD28 FP inh -2.6.
`CCOC(=O)c1cccc(NC(=S)NCc2ccc(C)cc2)c1` gave BoNT A protease -1.2, GDH-TPI counter -0.9, Mtb BioA inh -3.3, Mtb FBA inh -4.0, BoNT-F LC inh -5.5, PfHsp40 rescue 0.2, Anthrax LF prot -4.6, UGM FP inh 1.2 and FadD28 FP inh -2.5.
`CC(CC(=O)NCc1ccccc1)C1CCCO1` (configuration not stated) gave BoNT A protease 7.6, GDH-TPI counter -9.8, Mtb BioA inh 1.4, Mtb FBA inh 2.0, BoNT-F LC inh 8.6, PfHsp40 rescue 0.0, Anthrax LF prot -16.9, UGM FP inh -0.5 and FadD28 FP inh -0.5.
CC(C)Cn1c(SCC(=O)NC2CC2)nc2ccc(Cl)cc2c1=O was read as BoNT A protease 0.2, GDH-TPI counter -1.8, Mtb BioA inh -0.9, Mtb FBA inh -2.5, BoNT-F LC inh 1.2, Anthrax LF prot 2.3 and FadD28 FP inh -0.2.
`O=C(COC(=O)CSc1nnc(-c2ccc(Cl)cc2)o1)Nc1cc(Cl)cc(Cl)c1` gave BoNT A protease 0.5, GDH-TPI counter -1.2, Mtb FBA inh 2.6, BoNT-F LC inh -0.2, PfHsp40 rescue -1.9, Anthrax LF prot 1.8, UGM FP inh -0.7 and FadD28 FP inh -1.7.
For Cc1ccc(/C=N/NC(=O)Cn2cnc3ccccc32)cc1 the results were BoNT A protease -0.4, GDH-TPI counter -0.6, Mtb BioA inh 0.2, Mtb FBA inh -2.6, BoNT-F LC inh -1.7, PfHsp40 rescue 5.8, Anthrax LF prot 0.3, UGM FP inh -0.6 and FadD28 FP inh -4.3.
CCn1c(C)c(C(=O)c2ccccc2)c(C#N)c1C(=O)O was read as BoNT A protease -5.1, GDH-TPI counter 9.0, Mtb BioA inh 3.9, Mtb FBA inh 0.2, BoNT-F LC inh 14.1, PfHsp40 rescue -2.3, Anthrax LF prot -10.4, UGM FP inh 0.6 and FadD28 FP inh -0.8.
For COc1ccc(C(CNC(=O)c2ccc(S(=O)(=O)Nc3ccccc3OC)cc2)N2CCCC2)cc1 (configuration not stated) the results were BoNT A protease -4.0, GDH-TPI counter -1.5, Mtb BioA inh -0.9, Mtb FBA inh -1.9, BoNT-F LC inh -1.2, PfHsp40 rescue -1.2, Anthrax LF prot -1.6 and FadD28 FP inh -3.4.
`CCn1c(=O)c2sccc2n(Cc2ccc(C)cc2)c1=O` gave BoNT A protease -5.1, GDH-TPI counter 8.1, Mtb BioA inh -1.3, Mtb FBA inh 1.1, BoNT-F LC inh -0.7, PfHsp40 rescue -0.3, Anthrax LF prot -6.6, UGM FP inh 1.3 and FadD28 FP inh -0.9.
Screening O=c1[nH]c([N+](=O)[O-])nn1C(c1ccccc1)c1ccccc1 returned BoNT A protease -0.9, GDH-TPI counter 7.3, Mtb BioA inh 1.9, Mtb FBA inh -3.1, BoNT-F LC inh -3.2, PfHsp40 rescue 1.3, Anthrax LF prot 6.0, UGM FP inh -0.8 and FadD28 FP inh 0.1.
For CCN(c1ccc(NC(=O)COC(=O)c2ccc3ccccc3n2)cc1)C(C)C the results were BoNT A protease -1.7, GDH-TPI counter 2.9, Mtb BioA inh -1.1, Mtb FBA inh 3.2, BoNT-F LC inh -31.3, PfHsp40 rescue -0.2, Anthrax LF prot -7.8, UGM FP inh 0.2 and FadD28 FP inh 0.4.
For CCCC(=O)Nc1ccc(NC(=O)c2ccccc2)nc1 the results were BoNT A protease -0.8, GDH-TPI counter 11.4, Mtb BioA inh -0.1, Mtb FBA inh 0.3, BoNT-F LC inh 0.6, PfHsp40 rescue 0.1, Anthrax LF prot 6.1, UGM FP inh -0.1 and FadD28 FP inh -1.5.
Screening Cn1c(SCC(=O)c2ccc3c(c2)OCCO3)nnc1C1CC1 returned BoNT A protease -1.2, GDH-TPI counter -0.3, Mtb FBA inh -1.6, BoNT-F LC inh -16.6, PfHsp40 rescue 0.1, Anthrax LF prot -8.4, UGM FP inh -0.7 and FadD28 FP inh -0.1.
Screening CCCn1c(=O)c(C(=O)NNS(=O)(=O)c2ccc(Cl)cc2)c(O)c2ccccc21 returned BoNT A protease 0.2, GDH-TPI counter 7.4, Mtb BioA inh -0.4, Mtb FBA inh 0.6, BoNT-F LC inh 1.1, PfHsp40 rescue 0.8, Anthrax LF prot -2.6, UGM FP inh -0.3 and FadD28 FP inh -2.1.
For O=C(CSc1ncccc1C(=O)O)NC1CCCCCCC1 the results were BoNT A protease 0.3, GDH-TPI counter -3.4, Mtb BioA inh -0.9, Mtb FBA inh 1.5, BoNT-F LC inh 0.1, PfHsp40 rescue 0.3, Anthrax LF prot -1.2, UGM FP inh 0.5 and FadD28 FP inh -4.0.
Screening CSc1nc(-c2ccco2)cc(C(F)(F)F)c1C#N returned BoNT A protease 1.1, GDH-TPI counter -0.9, Mtb BioA inh 4.2, Mtb FBA inh 10.8, BoNT-F LC inh 2.3, PfHsp40 rescue -0.9, Anthrax LF prot 9.2, UGM FP inh -1.4 and FadD28 FP inh -2.8.

Compounds as they come. About 4.7% of those tested had a hit in this group.
